Source: PubChem (several laboratories)
ARFGAP1 inh = inhibitors of rat ARFGAP1 GAP activity, primary screen, biochemical, fluorescence polarization, GDP tracer; ADP-ribosylation factor GTPase-activating protein 1 (Rattus norvegicus), Q62848; Arfgap1-stimulated ARF1 GTP hydrolysis, GDP FP detection; inhibition, % at 16.5 µM; 0.26% of 360,000 active;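 active means inhibition above a per-plate limit, mean inhibition of low control wells plus 3 SD, cut at about 25% in these data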;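 further: 0% = DMSO wells with enzyme and 100% = wells lacking Arfgap1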
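Assay system: purified rat His6-Arfgap1 residues 1-136 (GAP domain); Reagent: human Δ17 ARF1 bound to GTP; Dosing: 16.5 µM single point, 1.26% DMSO; Times: GTP hydrolysis reaction 2 h at 25 °C; Signal: FP, GDP Alexa 633 tracer displaced from anti-GDP antibody, 620/688 nm; Measure: % inhibition from polarization.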
ADAM10 inh = human ADAM10 inhibitors, primary screen, biochemical, QFRET, HTS; recombinant ADAM10, EDANS/DABCYL FRET peptide cleavage, 3 h; inhibition, % at 7 µM; Disintegrin and metalloproteinase domain-containing protein 10 (Homo sapiens), O14672; 0.62% of 370,000 active;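 active means inhibition above a per-campaign cutoff equal to the mean of compounds falling between control-based bounds plus 3 SD, cut at about 20% in these data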;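 further: 0% = DMSO wells while the 100% control is not disclosed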
KLK7 zymogen act = proKLK7 zymogen activators, primary screen, biochemical, fluorescence intensity; Kallikrein-7 (Homo sapiens), P49862; purified proKLK7, EDANS-DABCYL substrate fluorescence; 100% is mature enzyme control, 0% vehicle; activation, % at 7 µM; 0.9% of 370,000 active; AID 652039, 2013;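 active means activation above the mean of all tested compounds plus 3 SD, computed per campaign excluding outliers beyond control limits, cut at about 13% in these data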
HGIII-sPLA2 inh = human group III sPLA2 inhibitors, primary screen, biochemical, QFRET, BODIPY PC-A2 liposome substrate | inhibition, % at 12.2 µM | 0.56% of 370,000 active | Group 3 secretory phospholipase A2 (Homo sapiens), Q9NZ20 | QFRET BODIPY PC-A2 liposome hydrolysis, fluorescence;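 active means inhibition above mean plus 3 SD of compounds lying within the high and low control bounds, cut at about 19% in these data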;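 further: 0% = median of test compound wells and 100% = no enzyme DMSO wells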
FXN GAA850 act = FXN promoter activators, primary screen, cell-based, luciferase luminescence, HEK293 lucGAA850; HEK293 lucGAA850 FXN promoter luciferase reporter, 24 h; percent of 10 µM SAHA response; 0.56% of 360,000 active; activation, % at 6 µM;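 active means activation above the average of all compounds screened plus 3 SD, cutoff fixed separately per campaign, cut at about 7.5% in these data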;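 further: 0% = DMSO wells and 100% = 10 µM SAHA wells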
NPR2 activator = human GC-B receptor activators, primary screen, HEK293 GC-B cells, cGMP TR-FRET, EC30 CNP. Atrial natriuretic peptide receptor 2 (Homo sapiens), P20594. 0% at EC30 CNP, 100% saturating CNP. 0.11% of 370,000 active. activation, % at 10 µM;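 active means activation at 10 µM reaching about 35% in either raw or pattern-adjusted values, limit read from the data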
rCAG RNA binder = binders of r(CAG) RNA repeats, primary screen, biochemical, fluorescence; AID 651821, 2012; r(CAG) RNA repeat, TO-PRO-1 dye displacement fluorescence; inhibition, % at 3 µM; 1.3% of 370,000 active;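 active means inhibition above the plate cutoff, the mean of all test compounds on that plate plus 3 SD, cut at about 35% in these data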;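 further: 0% = DMSO alone and 100% = 100 µM mitoxantrone as full dye displacement; higher means more dye released from RNA so lower well fluorescence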
Tn6 DDE FP = inhibitors of Tn6 peptide binding to fibrin DD(E), primary screen, biochemical, fluorescence polarization, human fibrin, Tn6 probe; inhibition, % at 8.3 µM; Fibrin DD(E) TRITC-Tn6 fluorescence polarization displacement; 0.21% of 370,000 active;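 active means inhibition above a per-campaign cutoff: mean of compounds within control limits plus 3 SD, cut at about 15% in these data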;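 further: 0% = median of all compound wells on the plate and 100% = blocking peptide control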
GC-A act = GC-A stimulated cGMP production enhancers – HEK293 GC-A cells, cGMP TR-FRET, EC30 ANP, primary screen; AID 1671463, 2021; Atrial natriuretic peptide receptor 1 (Homo sapiens), P16066; 0% at EC30 ANP, 100% saturating ANP; 0.14% of 370,000 active; activation, % at 10 µM; in the data active means activation above about 40%
Target sequence (P16066 whole entry, looked up): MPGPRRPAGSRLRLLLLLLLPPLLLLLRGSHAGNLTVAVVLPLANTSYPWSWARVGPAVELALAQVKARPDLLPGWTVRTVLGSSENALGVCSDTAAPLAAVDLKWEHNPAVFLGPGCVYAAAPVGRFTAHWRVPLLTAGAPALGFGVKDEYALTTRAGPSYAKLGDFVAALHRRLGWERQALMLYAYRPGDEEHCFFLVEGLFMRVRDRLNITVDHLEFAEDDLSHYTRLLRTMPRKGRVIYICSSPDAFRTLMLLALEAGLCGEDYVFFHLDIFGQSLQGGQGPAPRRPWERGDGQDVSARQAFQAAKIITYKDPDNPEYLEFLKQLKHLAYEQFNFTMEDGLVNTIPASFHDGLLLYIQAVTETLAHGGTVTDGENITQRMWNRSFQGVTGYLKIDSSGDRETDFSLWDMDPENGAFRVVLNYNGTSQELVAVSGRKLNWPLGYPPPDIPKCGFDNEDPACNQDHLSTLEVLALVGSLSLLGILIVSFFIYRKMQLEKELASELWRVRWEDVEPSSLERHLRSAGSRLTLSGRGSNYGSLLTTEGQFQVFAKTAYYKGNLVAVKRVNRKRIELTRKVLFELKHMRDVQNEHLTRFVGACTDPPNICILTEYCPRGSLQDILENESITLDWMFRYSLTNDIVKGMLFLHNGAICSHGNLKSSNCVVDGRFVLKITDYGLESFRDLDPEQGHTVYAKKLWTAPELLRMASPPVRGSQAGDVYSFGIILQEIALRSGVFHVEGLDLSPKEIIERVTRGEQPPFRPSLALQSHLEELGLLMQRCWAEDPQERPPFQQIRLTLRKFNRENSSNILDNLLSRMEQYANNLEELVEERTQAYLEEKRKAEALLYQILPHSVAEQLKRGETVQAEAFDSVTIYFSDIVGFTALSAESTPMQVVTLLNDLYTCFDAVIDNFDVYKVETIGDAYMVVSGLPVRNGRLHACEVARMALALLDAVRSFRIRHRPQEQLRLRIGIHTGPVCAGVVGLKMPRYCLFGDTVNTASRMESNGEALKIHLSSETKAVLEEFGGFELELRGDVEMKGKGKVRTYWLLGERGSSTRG
ASAP1 GAP inh = inhibitors of human ASAP1 ArfGAP activity, primary screen, biochemical, fluorescence polarization; 0.19% of 360,000 active; Arf-GAP with SH3 domain, ANK repeat and PH domain-containing protein 1 (Homo sapiens), …; inhibition, % at 16.5 µM; ASAP1-stimulated ARF1 GTP hydrolysis, GDP FP detection; in the data active means inhibition above about 25%;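 further: 0% = vehicle with enzyme and substrate and 100% = no enzyme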
An asterisk follows results filed as active; i = inactive; . = no result given; & = joins results of further samples. Only part of the results is shown, so the mix of outcomes need not match the whole.

SMILES	ARFGAP1 inh	ADAM10 inh	KLK7 zymogen act	HGIII-sPLA2 inh	FXN GAA850 act	NPR2 activator	rCAG RNA binder	Tn6 DDE FP	GC-A act	ASAP1 GAP inh
S=P(N1CCOCC1)(N1CC1)N1CC1	-14.5	-3.0	0.2	2.2	-0.8	0.5	5.8	4.7	2.0	13.2
CC1CCC(C(C)C)C(OC(=O)Cn2c(COc3ccccc3)[n+](C)c3ccccc32)C1 (configuration not stated)	-10.6	-1.4	0.1	-124.2	4.3	-11.7	10.4	2.0	-16.6	0.5
CCOc1ccc(CN2CCCC(C(=O)c3ccccc3OC)C2)cc1 (configuration not stated)	-8.9	-16.0	-0.6	-11.3	-0.3	-8.6	-11.1	7.5	-3.8	-11.8
CC(C)N1CCN(Cc2ccccc2C(F)(F)F)CC1CCO (configuration not stated)	13.2	-0.3	-0.4	-1.3	0.6	-1.2	-1.9	-3.4	-2.5	5.8
COc1ccc(-n2c(-c3ccco3)nc3ccccc3c2=O)cc1	7.0	1.7	-0.4	8.0	3.0	0.9	-5.3	-9.9	-5.4	2.9
CO[C@H]1C=CCCC=CC(=O)O[C@H]([C@H](C)C(=O)CCCC2CC(=O)NC(=O)C2)C(C)=C[C@@H](C)[C@@H]1O	.	-3.8	0.8	-3.3	.	2.1	1.8	-3.6	-0.4	-2.7
Cc1ccc(NC(=O)[C@@H](NC(=O)N2C[C@H]3C[C@@H](C2)c2cccc(=O)n2C3)C(C)C)cc1	2.4	-3.4	-0.1	2.8	-1.6	1.4	-3.5	-0.4	2.1	-0.8
c1ccc2c3c([nH]c2c1)CNCC3	-7.0	-7.7	1.7	23.5*	0.0	4.8	1.0	8.0	0.9	-0.7
CSCCC(c1nnnn1-c1c(C)cccc1C)N1CCC(n2c(=O)[nH]c3ccccc32)CC1 (configuration not stated)	3.5	-0.4	-0.1	1.3	.	0.6	3.1	2.0	-11.4	4.8
COC(=O)C12CCc3cc(OC)ccc3C1=CC(=O)C2 (configuration not stated)	-7.1	i	10.8	7.3	-0.8	-3.0	0.6	8.1	-7.4	-6.6
COC(=O)C1=C(c2ccc(S(C)(=O)=O)cc2)C[C@@H]2CC[C@H]1N2C(=O)N1CCCC1	-15.7	-5.9	-0.2	3.0	-1.0	-2.1	-4.7	10.9	4.3	2.8
c1ccc(CN2CCc3nc4ccccc4cc3C2)cc1	-1.7	-4.1	-0.3	-3.0	2.9	2.8	-7.7	0.0	0.8	-17.2
CC(C)OC1CCCC(O)C1CC(=O)O (configuration not stated)	-5.7	3.2	0.5	-7.2	1.4	2.7	0.5	-2.9	1.4	8.4
C[C@]12CC[C@H](O)CC1=CC(=O)C1C2CC[C@]2(C)C(=O)CCC12 (some centres not stated)	-8.4	-7.7	-0.5	0.0	1.2	-3.1	-0.2	-0.2	3.3	7.2
O=C(c1ccc(-c2ccccc2)c(F)c1)C1CCCN(CCO)C1 (configuration not stated)	8.6	1.0	-1.1	-12.3	4.9	-5.1	-1.5	1.8	5.2	7.4
Cc1nc2c(C(=O)N3CCC4(CC3)OCCO4)cnn2c(C)c1Cc1cccc(Cl)c1	-7.7	-183.6	3.7	-6.6	2.4	3.4	-8.6	-8.1	1.7	11.2
NC(=O)c1cn(C2OC(CO)C(O)C2O)c2ncnc(N)c12 (configuration not stated)	-2.9&-10.6	-4.8&-4.0	0.4&-0.3	3.1&13.3	-11.2&-12.8	6.0&1.4	2.1&0.3	-5.9&5.2	4.5&0.0	7.2&0.7
CCOc1ccc(-n2c(O)c(C=NCCCn3ccnc3)c(=O)[nH]c2=O)cc1	22.5	-4.2	-0.2	10.6	-2.2	4.9	6.3	6.4	-1.3	19.0
Nc1ccc(S(=O)(=O)N2CCCCC2c2cccnc2)cc1 (configuration not stated)	4.2	-9.7	0.1	2.3	2.8	4.0	0.4	-2.3	1.0	2.1
CCCNC(=O)N1[C@H]2CC[C@@H]1C(C(=O)OC)=C(c1ccccc1)C2	1.9	2.8	-0.2	-0.2	1.3	-0.3	-0.1	3.0	1.6	-4.4
COC(=O)C1=C(c2ccc(OC(F)(F)F)cc2)C[C@@H]2CC[C@H]1N2C(=O)N1CCCCC1	-0.6	-3.0	0.7	4.4	-4.9	8.3	-7.0	2.5	-2.4	4.6
C(=N\NC1=NCCCCC1)/c1c[nH]c2ccccc12	-1.4	-0.1	0.0	3.2	-1.2	-6.2	2.2	-0.9	-0.6	3.1
Cc1c(Cl)cccc1N1C(=O)NC(=O)/C(=C\c2cc(C)n(-c3cccc(C(=O)O)c3C)c2C)C1=O	-16.2	-32.6	5.7	-9.2	2.8	-2.1	9.7	-0.7	1.1	-6.3
COc1ccccc1CCNC(=O)CCC(=O)N1CC2C[C@@H](C1)Cn1c2cccc1=O	-11.5	-9.7	0.3	7.5	0.9	7.2	-4.3	-2.3	2.3	-7.8
CCOP(=S)(OCC)SCCSCC	-7.8	7.7	2.0	2.0	-0.5	-2.8	3.1	-0.2	2.2	1.5
CCN(CC)c1ccc([N+](=O)[O-])c2cccnc12	-8.9	-0.9	-0.1	9.8	3.5	-5.6	-1.0	4.2	-4.1	-14.0
ClC1=CCC2CN(CCN3CCCCC3)CC2C1 (configuration not stated)	3.6	-10.1	0.2	11.5	-0.6	2.1	-1.0	5.9	-2.2	8.0
Oc1cc2c(cc1CN1CCN(c3ccc(F)cc3)CC1)OCO2	1.5	-2.0	0.8	1.5	-0.3	1.4	-3.2	1.6	4.2	0.5
O=C(NC(=S)N1C[C@H]2C[C@H](C1)c1cccc(=O)n1C2)c1ccc(F)cc1	-4.4	-11.1	0.2	7.5	-0.6	5.1	1.0	1.6	0.9	17.4
O=C(COC(=O)c1ccc(O)cc1)Nc1ccc(Cl)cc1C(=O)c1ccccc1	5.3	15.5	-0.1	-32.5	0.6	0.0	8.2	-9.2	2.1	-2.5
O=C(CCN1CCCCC1)Nc1ccc(Br)cc1C(=O)c1ccccc1	-18.1	-6.1	0.1	0.2	-0.2	-8.8	13.9	4.6	-8.4	1.2
Cc1ccc(N2C(=O)NC(=O)/C(=C\C=C\c3ccco3)C2=O)cc1C	-1.0	-7.3	0.3	-8.9	8.4*	11.8	35.9*	-4.1	19.2	-4.7
O=C1NC(=O)C(=Cc2ccc(OCCOc3ccc([N+](=O)[O-])cc3)cc2)C(=O)N1	-2.7	-7.9	0.1	-1.6	0.5	-2.0	7.3	-2.9	-2.2	10.2
COC(=O)C1=C(c2cccc(C#N)c2)C[C@@H]2CC[C@H]1N2C(=O)NCc1cccc2ccccc12	-3.0	-7.9	-0.1	-7.2	-4.9	-14.9	-3.9	-1.0	-9.0	6.2
COC(=O)C1=C(c2ccc(S(C)(=O)=O)cc2)C[C@@H]2CC[C@H]1N2C(=O)NCCNC(C)=O	1.7	3.9	0.0	7.3	0.6	2.6	9.9	-7.9	-0.6	5.0
Oc1ccc(Cl)c(Cl)c1Cl	-3.6	-6.6	0.0	3.9	0.5	2.6	-0.5	-3.7	2.6	11.8

Taken from above:
`O=C(CCN1CCCCC1)Nc1ccc(Br)cc1C(=O)c1ccccc1` in FXN GAA850 act is listed with -0.2
`Cc1ccc(NC(=O)[C@@H](NC(=O)N2C[C@H]3C[C@@H](C2)c2cccc(=O)n2C3)C(C)C)cc1` in rCAG RNA binder is listed with -3.5

Additional results follow.
SMILES	ARFGAP1 inh	ADAM10 inh	KLK7 zymogen act	HGIII-sPLA2 inh	FXN GAA850 act	NPR2 activator	rCAG RNA binder	Tn6 DDE FP	GC-A act	ASAP1 GAP inh
COc1ccc(C(CN(C)C)C2(O)CCCCC2)cc1 (configuration not stated)	-1.6	0.3	-0.3	-2.3	-1.0	-12.4	1.5	6.9	-16.3	3.2
CCc1ccc(CNCCc2ccc(F)cc2)cc1	0.2	11.1	-0.3	2.1	0.1	-7.2	8.0	2.8	-2.6	-1.5
O=c1[nH]c(=S)[nH]c(O)c1N=Nc1ccc(SC(F)F)cc1	-2.7	7.1	-0.8	17.6	0.8	-10.5	8.9	-2.7	-0.8	-6.4
C=CCn1c(O)c(C(CC)=Nc2ccc(C(=O)O)cc2)c(=O)[nH]c1=O	4.6	-7.2	0.0	7.4	-0.2	-2.8	0.1	-3.9	-1.6	-4.3
CN(C)c1ccc(C=C(C#N)C#N)cc1	2.5	5.0	0.1	5.5	2.5	0.1	-3.2	5.8	0.5	4.2
CC(=O)Nc1ccccc1C(=O)OCC(=O)c1ccccc1Cl	-3.0	-2.9	-0.5	-37.5	1.4	8.8	-2.8	2.0	4.4	11.6
CCCCN=C[C@]12CCC(O)CC1(O)CCC1[C@@H]2CC[C@]2(C)[C@H](C3C=CC(=O)O3)CCC12O (some centres not stated)	6.9	-8.9	0.1	-6.5	-13.3	-5.3	-4.9	7.3	2.4	-12.7
Oc1c(Br)cc(Br)cc1CN1CCN(Cc2ccccc2)CC1	-1.0	-4.3	0.2	-4.6	1.8	-11.6	-5.2	-2.5	-3.2	10.8
O=c1cccc2n1C[C@@H]1C[C@@H]2CN(CC(O)c2ccc([N+](=O)[O-])cc2)C1 (some centres not stated)	4.3	-9.0	-0.2	6.2	0.9	4.4	-0.6	1.8	2.0	6.1
C(#CCN1CCOCC1)COCc1ccccc1	-7.1	-9.6	0.1	-2.1	-0.4	5.6	-2.7	0.0	3.3	-0.9
CNC(=S)N1CC2CC(C1)c1cccc(=O)n1C2 (configuration not stated)	7.5	3.0	-0.3	8.9	-0.2	1.3	-3.1	-5.1	0.6	0.8
COC1=CC(=O)OC(CCc2ccc3c(c2)OCO3)C1 (configuration not stated)	-1.2	-7.2	-0.1	4.6	-0.6	5.8	1.6	-4.7	1.9	0.8
c1ccc2cc(CC3=NCCN3)ccc2c1	-1.3	1.0	-0.1	0.7	0.4	0.4	-0.6	3.1	1.2	-6.2
COc1ccc(C)cc1NC(=O)N1CCC2(CC1)OCCO2	-13.2	0.8	-0.3	-4.3	1.4	-1.3	-0.9	-1.2	-3.1	2.2
CCOC(=O)C1CCN(Cc2ccc(Cl)nc2)CC1	12.3	-2.9	0.8	1.1	0.2	2.6	7.6	6.7	1.8	-8.5
